KDM5B inhibitor = blocks human KDM5B histone demethylase activity | Q9UGL1 | KDM5B demethylase, FDH-coupled NADH fluorescence (FDH is formaldehyde dehydrogenase) | Potency, µM (titrated, usually from 57.7 µM), inactives show at the highest dose activity change, negative = inhibition, actives largely listed as inhibitors | 2.6% of 220,000 active; active = well fitted inhibition curve with a large enough effect; inconclusive = small, poorly fitted or top-dose-only effect; inactive = no such curve, though single readings can be large or run the other way; note: 0% is about no effect; nearly all actives have a fitted effect of over 70% in size
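qHTS format, multiple compound concentrations. Buffer 50 mM HEPES pH 7.5/0.01% Tween-20; 200 nM KDM5BΔAP final; 10 min compound preincubation; substrate-mix levels 12.5 µM peptide, 25 µM α-KG, 0.25 mM NAD⁺; 30 min RT; ΔRFU.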
Numbers without * were called inactive; ? = inconclusive; & = joins results of further samples; [ ] = another dose, or the depositor's remark. Potency is the fitted concentration of half-maximal effect. The list is partial; the hit share may differ from the screen's.

KDM5B inhibitor | structure
? | COc1ccccc1-c1nn(CCC(=O)Nc2cccc(C(C)=O)c2)c2nc(C)cc(C)c12
16% | O=C(Nc1nnc(S(=O)(=O)N2CCOCC2)s1)c1cccc(Br)c1
-11% | CCN1C(=O)CN(C(=O)COc2ccc(F)cc2)CC12CCOCC2
? | COCCNC(=O)c1ccc(-c2nc(CS(=O)(=O)c3ccccc3)c(C)o2)cc1
? | O=C(c1ccc(F)c(F)c1)N1CCC2(CC1)N=C(c1cccc(Br)c1)NO2
? | COc1ccc(C(=O)Nc2nc(-c3nnn(-c4cc(OC)ccc4OC)c3C)ns2)cc1
-17% | COc1ccc(N2CCN(C(=O)Cc3noc4ccc(C)cc34)CC2)cc1
? | CC(=O)N1CCC(C(NC(=O)c2ccccc2)C(=O)NCc2ccco2)CC1 (stereo not drawn)
11% | Cn1cnc2c(oc3ccccc32)c1=O
-31% | COc1cc2cc(C(=O)N/N=C/c3ccccc3Cl)[nH]c2cc1OC
100µM* | Cn1cccc1CN1CCC2CC(=O)NCCC2C1 (stereo not drawn)
? | O=C(Nc1ccc(Cl)cc1)N1Cc2cccn2-c2ccccc21
-11% | CCn1ccc2sc(C)c(C(=O)N3CCN(c4ccc(F)cc4)CC3)c2c1=O
5% | COC(=O)c1cc(NCc2ccccc2)ccc1N1CCOCC1
12% | C/C(=N/Nc1ccc(S(N)(=O)=O)cc1[N+](=O)[O-])c1ccc(-n2ccnc2)cc1
20% | Cc1[nH]c(=O)[nH]c(=O)c1CCC(=O)Nc1nccs1
? | CN1CCN(C(=O)[C@H]2C[C@H](C(=O)O)CN(C(=O)c3ncccc3O)C2)CC1
? | O=C(CSC1CCCCC1)c1ccccc1Br
22% | O=C(CSc1ncc(-c2ccc(Br)cc2)o1)N1CCCCCC1
-17%[115 µM] | O=C(NC[C@H]1OC[C@@H](NC2CCCCC2)[C@@H]1O)C1CC1
-3% | CC(C)NC(C(=O)O)C(C)C (stereo not drawn)
39%[activator] | CCOc1ccccc1NC(=O)NC(=O)N(C)S(C)(=O)=O
32µM* | Cc1ccc(-c2nnc([C@H]3CCN(C4CCC4)C3)o2)cc1
-4% | CCOc1cc(C)c(N)cc1C(C)C
6% | Cc1ccc(CN(C(=O)Nc2cccc(Cl)c2)c2ccccn2)o1
-4% | COc1ccc(OC)c2[nH]c(C(=O)N[C@@H](C)C(=O)N3CCN(Cc4ccccc4)CC3)cc12
30% | Cc1ccc(Cn2c(C3CCN(C(=O)c4cccs4)CC3)n[nH]c2=O)cc1
72%[activator][86.2 µM] | CC(=O)NCCNC(=O)C[C@@H]1CCNC[C@@H]1Cc1cc(-c2ccccn2)on1
102%[activator] | CCNC(=O)N(C1CC1)C1CCOC2(CCN(C(=O)c3n[nH]c4ccccc34)CC2)C1 (stereo not drawn)
-12%[86.2 µM] | Cc1nnc(-c2cc(-c3ccsc3)ccn2)n1-c1ccccc1
4% | COCc1nc(C2CCCN(C(=O)Nc3ccc(C)cc3C)C2)no1 (stereo not drawn)
-6% | O=CNN(C=O)c1ccccc1
-2% | c1ccc2[nH]c(CN3CCCC3)nc2c1
5% | CCC(C)NC(=O)c1ccc2c(c1)OCCCO2 (stereo not drawn)
3% | CCCN1C=NS(=O)(=O)c2cc(C(=O)NC(C)(C)C)ccc21
? | O=C(CCC(=O)N1CC2CCCN2c2ccccc21)NCc1cccc(Cl)c1 (stereo not drawn)
15% | CCC1(CC)CCN(C(=O)C2CCC(=O)N(Cc3ccccc3OC)C2)C1 (stereo not drawn)
-8% | CCOC(=O)c1ccc(-c2ccc(C3NC(=O)NC(O)(C(F)(F)F)C3C(=O)c3ccccc3)o2)cc1 (stereo not drawn)
11% | CCCCS(=O)(=O)N1CCC2(CCC(=O)N(Cc3ccccc3)C2)CC1
13% | CC(=O)Nc1cccc(OCCCNS(=O)(=O)c2ccc(F)cc2)c1

Grouped by structure: the entries above containing a COOH group.
KDM5B inhibitor | structure
? | CN1CCN(C(=O)[C@H]2C[C@H](C(=O)O)CN(C(=O)c3ncccc3O)C2)CC1
-3% | CC(C)NC(C(=O)O)C(C)C (stereo not drawn)

(more compounds)
KDM5B inhibitor | structure
17% | CC(Cc1c[nH]c2ccccc12)C(=O)NCc1ccco1 (stereo not drawn)
-2% | CNC(=O)[C@@H]1C[C@H](Oc2ccccc2)CN1S(=O)(=O)c1cccnc1
74%[activator] | Cc1ccc(NC(=O)[C@@H]2CNC[C@H](C(=O)N3CCN(CCO)CC3)C2)cc1
-2% | COc1cc(/C=N/OCc2cccc(C(F)(F)F)c2)ccc1OCc1ccc(Cl)cc1
-16% | CCN(CC)S(=O)(=O)c1ccc2c(c1)N(CC(=O)NCCc1ccc(OC)c(OC)c1)C(=O)CO2
32µM* | CCCn1cc2c3c(cccc31)CN(C(=O)COc1ccc(F)cc1)CC2
-10% | O=C1CCCCN1CCCC(=O)N1CCOC(CC2CCCCC2)C1 (stereo not drawn)
32µM* | CCOc1ccc(C(=O)N2CCCC3(C2)Nc2cccnc2NC3=NC2CCCC2)cc1 (stereo not drawn)
22% | CCc1ccc2oc(C(=O)NCc3ccccc3)cc(=O)c2c1
32% | O=C(CN1CCOCC1)Nc1cccc([N+](=O)[O-])c1
-19% | O=C(CC1CC1)N[C@@H]1CN(Cc2ccccc2)C[C@H]1CO
-17% | CCCC(=O)Nc1ccc(Cl)c(-c2nc3ccccc3o2)c1
? | Cc1nn(Cc2ccccc2)c(C)c1[C@@H]1C=C[C@@H](NC(=O)Nc2ccccc2)C1
? | c1ccc2c(c1)OCCc1c-2[nH]c2ccccc12
-7% | CN(C)c1ccc(NC(=O)c2ccc(N(C)C)cc2)cc1
-37%[86.2 µM] | Clc1cccc(CN2CCOC[C@H](Oc3cccnc3)C2)c1
? | Cn1nccc1-c1ccc2ncn(Cc3ccccc3)c(=O)c2n1
-11%[86.2 µM] | CN(Cc1cc(C[C@@H]2C[C@H](NC(=O)C(C)(C)C)C2(C)C)no1)c1ccccc1
7% | CCOc1ccc(NC(=O)c2cc(=O)c3c(C)cc(C)cc3o2)cc1
16% | CCOc1cccc(CNc2ccc(F)cc2)c1

Ordered by value in KDM5B inhibitor (largest number first): four of the compounds above.
KDM5B inhibitor | structure
12% | C/C(=N/Nc1ccc(S(N)(=O)=O)cc1[N+](=O)[O-])c1ccc(-n2ccnc2)cc1
11% | Cn1cnc2c(oc3ccccc32)c1=O
-10% | O=C1CCCCN1CCCC(=O)N1CCOC(CC2CCCCC2)C1 (stereo not drawn)
-17% | CCCC(=O)Nc1ccc(Cl)c(-c2nc3ccccc3o2)c1

The results go on.
KDM5B inhibitor | structure
-9% | COc1ccc(CCNC(=O)c2cccc(-n3c(C)nc4cccnc43)c2)cc1OC
9% | Cc1cc(NC(=O)CN2CCOCC2)n(-c2ccccc2)n1
-21% | COc1ccc(-c2ocnc2C(=O)Nc2cc(C)ccc2OC)cc1
26% | CCCN(CC1CCOC1)C(=O)Nc1cccc(F)c1 (stereo not drawn)
-1% | N#Cc1ccccc1-n1cccc1C=O
29% | CCOc1ccc2nc(SCC(=O)NCc3ccccc3OC)[nH]c2c1
17% | O=C(N[C@@H](Cc1ccc(O)cc1)C(=O)O)C(c1ccccc1)c1ccccc1
10% | O=C(CCNc1ncnc2nc[nH]c12)NCc1ccccc1
6% | COc1ccc(NC(=O)CN2C(=O)NC3(CCCCC3)C2=O)cc1Cl
4% | Cc1ccccc1NS(=O)(=O)c1ccc2[nH]cc(C(=O)N3CCCCC3)c(=O)c2c1
0% | COC(=O)c1c(NC(=O)c2cc3ccccc3c(=O)o2)sc2c1CCCC2
11% | COc1ccc(N(C)C(=O)c2cc(C)nc3ccccc23)cc1OC
? | O=C(c1ccc2cc[nH]c2c1)N1CCC(N2CC(OCC3CC3)C23CCCCC3)CC1 (stereo not drawn)
-11% | Cn1c(=O)[nH]c(=O)c2[nH]c(N3CCN(CCO)CC3)nc21
-6% | CCc1ccc(N2CCn3c2nc2c3c(=O)n(CCc3ccccc3)c(=O)n2C)cc1
? | COc1ccc(N2CCN(C(=O)c3ccc4c(c3)C(O)CCCCCN4C)CC2)cc1 (stereo not drawn)
-8% | CC(C)N(Cc1ccc([N+](=O)[O-])cc1)c1ccccc1
28% | O=C(NCc1ccccc1)C(c1ccco1)N(C(=O)c1csnn1)c1ccccc1 (stereo not drawn)
-9% | CCN1C(=O)C2(CC(=O)Nc3[nH]ncc32)c2cc(C)ccc21 (stereo not drawn)
-16% | COc1cc2ccccc2cc1C(=O)N1CCN(CC(=O)Nc2ccccc2Cl)CC1
5% | CCN(CC)C(=O)CN(C)C(=O)c1cc2cc(Cl)ccc2nc1C
-9% | O=C(NCc1cc([N+](=O)[O-])ccc1O)c1cc(-c2ccncc2)nc2ccccc12
-6% | O=C(Nc1cccc(F)c1)c1nc2ccccc2nc1N1CCCCC1
? | CC(C)(C)C(=O)Nc1ccc2nc(SCc3ccccc3)sc2c1
14% | O=C(CCc1ncc(-c2ccc(F)cc2)o1)Nc1cccc(C(=O)NC2CC2)c1
? | Cc1ccccc1Nc1nn2c(=O)c3ccc(C(=O)NCc4cccs4)cc3nc2s1
29%[86.2 µM] | COc1cccc(CN(C)C2CCCc3ccccc32)c1 (stereo not drawn)
? | CN1[C@@H](CCC(=O)N2CCOCC2)CNC(=O)[C@@H]2[C@H]1CCN2Cc1cccs1
-1% | COc1ccc(-c2cc(C(F)(F)F)n3nc(C(=O)Nc4cccc(Cl)c4Cl)cc3n2)cc1OC
13%&-1% | Cc1cccn2c(=O)cc(COc3ccc(NC(=O)C(C)C)cc3)nc12
13% | COC(=O)c1cccc(COC(=O)c2ccc(C(C)=O)s2)c1
-15% | Cc1noc(C(=O)Nc2cccc(O)c2)c1Cl
-7% | Cn1nc2n(c1=O)CCNCC2
19% | CC(CNC(=O)c1csc(-c2ccsc2)n1)c1ccccc1 (stereo not drawn)
22% | C[C@]1(O)CCN(C(=O)Cc2nc(-c3ccncc3)n[nH]2)C[C@@H]1O
-10% | CS(=O)(=O)N1CCCCCCn2c(nnc2-c2ccc(F)cc2)CC1
0% | CCc1nn2c(=O)cc(COC(=O)Cc3ccccc3)nc2s1
36% | O=C(NC1CC2CCCC(C1)N2C(=O)Nc1ccccc1Cl)C1CC1 (stereo not drawn)
? | O=C(/C=C/c1ccccc1)c1cc2ccccc2o1
? | Cc1cc(NC(=O)c2ccc(NC(=O)CCS(=O)(=O)c3cccs3)cc2)ccc1Br
17% | COCCC(=O)N1CCC(Oc2ccc(C(=O)N3CCCCCCC3)cc2)CC1
-8% | CCC(=O)N1CCc2cc(S(=O)(=O)N(C)c3ccc(OC)cc3OC)ccc21
-1% | O=C(NCCc1c[nH]c2ccccc12)Nc1ccccc1
5% | O=C(c1ccco1)N1CCCCCC1c1nnc(-c2ccccc2)o1 (stereo not drawn)
-14% | Cc1ncsc1CN1CCC2(CC1)CN(C1CCC1)CC2CO (stereo not drawn)
14% | CCOc1ncccc1C(=O)N(CCC(C)C)c1c(N)n(Cc2ccccc2)c(=O)[nH]c1=O
18% | CC(C)c1ccc2oc(=O)cc(CN3CCOCC3)c2c1
-4% | CCOc1ccc(CNS(=O)(=O)c2c(C(=O)N3CCCCCC3)c(C)n(C)c2C)cc1OC
-12% | O=C1NCCCCCCN(Cc2ccncc2)[C@@H]2CN(S(=O)(=O)c3ccc4c(c3)CCC4)CC[C@H]12
-13% | COc1ccc(NC(=O)c2sc3nc(-c4cc5ccc(OC)cc5oc4=O)[nH]c(=O)c3c2C)cc1

(listing goes on)
KDM5B inhibitor | structure
2% | CC(OC(=O)c1cccc(O)c1)C(=O)NC(=O)NC1CCCC1 (stereo not drawn)
13% | O=C(CCC1CCCO1)NC1CCCCCC1 (stereo not drawn)
-16% | COc1ccccc1Oc1coc2cc(OCc3ccccc3)ccc2c1=O
15% | Cc1ccccc1NC(=O)CN1C(=O)NC2(CCC(C)CC2)C1=O (stereo not drawn)
2% | O=C(Cc1ccccc1)Nc1sc2c(c1C(=O)Nc1cccc(Cl)c1)CCCCC2
28µM* | Cc1cc(C(=O)N[C@H](C)c2c(-c3ccc(Cl)cc3)noc2C(=O)O)c(C)o1
? | COc1cc(OC)c(C(=O)NC2CCCc3ccccc32)cc1OC (stereo not drawn)
-13% | COc1ccc(OCc2nnc(C(=O)N3CCC[C@@H]3c3nc4ccccc4[nH]3)n2-c2ccccc2)cc1
-3% | O=C(NC1CC1)c1cc(-c2ccccc2)nc2ccccc12
41%[activator] | Cc1cc(S(=O)(=O)N2CCC(c3noc(COc4ccc(F)cc4)n3)CC2)ccc1F

3 of these compounds, reformatted.
SMILES,KDM5B inhibitor
COc1ccc(OCc2nnc(C(=O)N3CCC[C@@H]3c3nc4ccccc4[nH]3)n2-c2ccccc2)cc1,-13%
O=C(NC1CC1)c1cc(-c2ccccc2)nc2ccccc12,-3%
Cc1ccccc1NC(=O)CN1C(=O)NC2(CCC(C)CC2)C1=O (stereo not drawn),15%

Continuation.
KDM5B inhibitor | structure
2%[86.2 µM] | Cc1ccc(S(=O)(=O)N[C@H](C)c2onc(C)c2C(=O)O)cc1
27% | O=C(COC(=O)c1nn(-c2ccccc2)c(=O)c2ccccc12)NC12CC3CC(CC(C3)C1)C2
-13% | CCCc1c(C(=O)OCC)[nH]c2c1C(=O)CC(c1ccccc1)C2 (stereo not drawn)
36% | COc1ccc(Nc2nccc(-c3ccc(C#N)cc3)n2)cc1
-20% | O=C(Cn1c(=O)c2cc(Cl)ccc2n2nncc12)Nc1ccccc1
-19% | CC(C)n1nc(C(=O)NCc2ccc3c(c2)OCO3)c2ccccc2c1=O

An excerpt of these results, with bars between the fields.
Compound | KDM5B inhibitor
O=C(Cn1c(=O)c2cc(Cl)ccc2n2nncc12)Nc1ccccc1 | -20%
CC(C)n1nc(C(=O)NCc2ccc3c(c2)OCO3)c2ccccc2c1=O | -19%
